Compound activity deposited in PubChem by National Center for Advancing Translational Sciences (NCATS).
Pf Dd2 growth = inhibitors of Plasmodium falciparum Dd2 growth. P. falciparum Dd2 growth, SYBR Green, 72 h. actives 4.3% (n = 120,000). Potency, µM (top dose mostly 28.9 µM), for the others: top-dose activity, negative = inhibition, usual class: inhibitors. AID 1347417; active = well fitted inhibition curve with a large enough effect; inconclusive = small, poorly fitted or top-dose-only effect; inactive = no such curve, though single readings can be large or run the other way;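 also: plate controls were DMSO vehicle for no effect and reference drug for full effect; nearly all actives have a fitted effect of over 65% in size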
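Infected erythrocytes (Dd2, 0.3% parasitemia, 2.5% hematocrit final) are added to compound in RPMI-1640/Albumax II medium, grown 72 h at 37C in low oxygen, then lysed with saponin/Triton-X containing SYBR Green and read by fluorescence.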
* hit, by the source's call; i = inactive; ? = inconclusive; [ ] = dose if it differs, or a comment. Potency is read from the fitted curve at half-maximal effect.

mol	Pf Dd2 growth
CCCCCn1c(=O)[nH]c2cc(C(=O)Nc3cc(C)cc(C)c3)ccc2c1=O	-2%
COc1ccc(OC2CN(Cc3ccnn3C)C2)cc1	12%[44.1 µM]
Cc1cc(CN2CCc3n[nH]c(=O)n3CC2)n(C)n1	i
COc1ccc(N2CCN(C(CNC(=O)c3c(F)cccc3F)c3ccc4c(c3)OCO4)CC2)cc1 (stereo unspecified)	?
COCCn1c(C)cnc1CCNC(=O)c1ccnn1C	-6%
CCc1nc2ccc(C(=O)N3CCN(c4ccccc4)CC3)cc2nc1CC	6.3µM*
CCCn1cnc(NC(=O)NC2CC(C)(C)NC(C)(C)C2)n1	0%
Cc1cc(C(=O)N(Cc2ccncc2)Cc2cccc(OCCc3ccc(F)cc3)c2)n(C)n1	?
COc1ccc(C(=O)N2CCC3(CC2)CC(O)CCO3)c(OC)c1 (stereo unspecified)	?
COc1cc2c(cc1OC)C(COc1cc(C)cc(C)c1)N(C(=O)C(C)(C)C)CC2 (stereo unspecified)	?
CCC(C)(C)C(=O)N1CCC(N2C(=O)CCC2C(=O)NCc2ccccc2)CC1 (stereo unspecified)	i
COc1ccc2c(c1)C1(CCN(C(=O)Nc3ccc4c(c3)OCCO4)C1)C(=O)N2C (stereo unspecified)	2%
CCOC(=O)Cc1ccc(NC(=O)N2CCOc3ccc(C)cc32)cc1	102%[activator][5.79 µM]
Cc1cc(Nc2cccc(Cl)c2)nc2ccc(NC(=O)c3cncc(Br)c3)cc12	2.8µM*
CCOc1ccc(N(CC)S(=O)(=O)N2CCCC(C(=O)NCc3ccccc3Cl)C2)cc1 (stereo unspecified)	-21%
Cc1cccc(N2CCN(C(=O)C3c4ccccc4CC(=O)N3C)CC2)c1C (stereo unspecified)	?
Cc1ccc(C(=O)N2C[C@@H](Oc3cccnc3)C[C@H]2C(N)=O)s1	4%
CC(=O)NCCCC(=O)N1Cc2ccccc2OC2(CCN([S+](C)(=O)[O-])CC2)C1	12%
c1ccc(COC2CCN(c3nccc(-c4cccnc4)n3)CC2)nc1	?
Cn1c(=O)c(C(=O)O)nn(-c2ccccc2)c1=O	-23%

3 entries out of the list, arranged by length of the SMILES, lowest first.
mol	Pf Dd2 growth
COc1ccc(C(=O)N2CCC3(CC2)CC(O)CCO3)c(OC)c1 (stereo unspecified)	?
CCc1nc2ccc(C(=O)N3CCN(c4ccccc4)CC3)cc2nc1CC	6.3µM*
Cc1cc(Nc2cccc(Cl)c2)nc2ccc(NC(=O)c3cncc(Br)c3)cc12	2.8µM*

Continued:
mol	Pf Dd2 growth
CCCCN(CCCC)CCCNC(=O)c1ccc2nc(N3CCCCC3)sc2c1	?
COc1ccc(NC(=O)c2c(C)oc3ccn(Cc4cccc(F)c4)c(=O)c23)c(OC)c1	?
Cc1ccc(C(=O)N2CCCCCNC(=O)[C@@H]3CCC[C@@H]32)s1	-2%
O=C(Nc1ccc2c(c1)OCCO2)C1CC(=O)N(c2n[nH]c3ccccc23)C1 (stereo unspecified)	-15%
CC(C)C1CN(Cc2cscn2)CCC(=O)N1Cc1ccc(F)cc1 (stereo unspecified)	-7%
COC[C@]1(O)CCN(C(=O)CCc2ccccc2)CC1(C)C	-13%
Cc1ccc(Cc2cnc(NC(=O)C3Cc4ccc(C)cc4C(=O)O3)s2)cc1 (stereo unspecified)	12%
CC(=O)c1ccc(-c2nc(C3CCOC3)no2)s1 (stereo unspecified)	-3%
O=C(NCCc1ccccc1)c1nn(-c2ccccc2Cl)nc1CO	43%[activator]
CCc1noc(-c2cn(C3CCN(C(=O)c4sccc4C)C3)nn2)n1 (stereo unspecified)	-25%
CCOC(=O)C(CC)n1nc(C)n2c(cc3occc32)c1=O (stereo unspecified)	5%
O=C(NC1CCCN(c2cc(-c3ccccc3)[nH]n2)C1)c1ccc(Br)o1 (stereo unspecified)	0%
C[S+](=O)([O-])N1CCCN(c2nc3ncccc3o2)CC1	-7%[44.1 µM]
Cc1ccc(C)c(CSc2cn(CCNC(=O)c3ccccc3F)c3ccccc23)c1	?
CC(C)c1ccc(C(=O)NC[C@@H]2CC[C@H]3C[C@@H]2C3(C)C)cc1	?
COc1ccc(CNC(=O)[C@@H]2CCC[C@@H](NC(=O)c3ccccc3)CN(C)C(=O)C2)cc1	?
COc1ccccc1NC(=O)c1cc(S(=O)(=O)N(C)C2CCCCC2)ccc1F	-6%
CCOC(=O)C1CCC(CN(Cc2ccc(Cl)cc2)S(=O)(=O)c2ccc(Br)cc2)CC1 (stereo unspecified)	78%[activator]
COc1ccccc1C(=O)Nc1ccc(S(=O)(=O)Nc2nc(C)cc(C)n2)cc1	49%[activator]
CCOc1ccc(C2CC(=O)c3c([nH]c(C(=O)OCC4CCCCC4)c3C)C2)cc1 (stereo unspecified)	?
Cc1cc2nc(-c3cccc(NC(=O)CSc4ccc(Cl)cc4)c3)oc2cc1C	-24%
CCc1ncc(C(=O)NC(c2ccc(C)cc2)c2cccs2)cn1 (stereo unspecified)	10µM*
COCCC(=O)N[C@H]1CC[C@]2(C)CC[C@@H]([C@H](C)C(=O)NC(C)(C)C)[C@H](O)[C@H]2[C@@H]1C	-14%[44.1 µM]
Cc1nn(C)c(C)c1CCN(C)C(=O)CCC[C@H]1NC[C@@H]2C[C@H]1CN(Cc1ccccc1)C2	?
COCCN1C(=O)CCC2(CNC(=O)c3ccncc3)CCC=C12 (stereo unspecified)	22%
Cc1cccc(OCCc2noc(C3CCCN3C(=O)C3CCCC3)n2)c1 (stereo unspecified)	?
O=C1CC(c2noc(-c3ccc(-c4ccccc4)cc3)n2)CN1c1ccc(F)cc1 (stereo unspecified)	?
O=C(COc1ccc(F)cc1)Nc1ccccc1OCc1cc(=O)n2ccccc2n1	i
O=C(Nc1cccc(Cl)c1)N1CCC(CN2CCOCC2)CC1	-5%
O=C(c1nc(-c2ccccc2)c2ccccn12)N1CCOCC1	-27%[44.1 µM]
CCOc1ccccc1CNCCSc1nnnn1C	i
Cc1cc(=O)n2nc(N3CCC(C(=O)Nc4ccc(C(C)C)cc4)CC3)sc2n1	0%
O=C(O)CCC(=O)N1C[C@@H]2C[C@H](C1)c1c(-c3cc4ccccc4s3)ccc(=O)n1C2	?
O=C(c1cccnc1OC1CCN(S(=O)(=O)Cc2ccccc2)C1)N1CCCCC1 (stereo unspecified)	0%
O=C(c1cccc(C(F)(F)F)c1)N1CCC(c2n[nH]c(=O)n2Cc2ccc(F)cc2)CC1	?
COc1cccc(C(c2sc3nc(-c4ccco4)nn3c2O)N2CCC(C)CC2)c1 (stereo unspecified)	9%
CN1CCN(C(=O)c2cc3n(n2)CC(c2ccc(Br)cc2)OC3)CC1 (stereo unspecified)	i
Clc1cccc(-n2ncc3c(Nc4ccc5c(c4)OCCO5)ncnc32)c1	20%
COc1ccc(CC(=O)Nc2ccc3nc(Nc4cccc(Cl)c4)cc(C)c3c2)cc1OC	i
Cc1ccc(Cl)cc1N1CCN(C(=O)c2cc3ccc4cccnc4c3[nH]2)CC1	-2%
CSc1nn(CC(=O)Nc2cc(C)ccc2C)c(N)c1S(=O)(=O)c1ccccc1	-11%
COc1ccc(NC(=O)Cn2nnnc2-c2ccccc2F)c(C)c1	17%
CCc1nc2cccnc2n1-c1ccc(CC(=O)Nc2cccc(C)c2C)cc1	-24%
O=C(Nc1ccccc1Cl)C1CCCN1c1nc2ncccc2o1 (stereo unspecified)	18%
O=C(NC1CC1)C1(CCO)CCN(c2ncccn2)C1 (stereo unspecified)	7%
COc1ccc(C2C=C(c3ccc(Cl)cc3)Nc3nc(-c4ccc(Cl)cc4)nn32)cc1 (stereo unspecified)	0.1µM*
O=C(c1ccccc1Cl)N1CCC(N(Cc2ccccc2)C2CCOCC2)CC1	?
CCc1nc2c(c(-c3ccc(O)cc3)n1)CN(Cc1ccnn1C)CC2	5%
Cc1ccc2c(=O)c(C(=O)c3ccc(F)cc3)cn(CC(=O)Nc3ccc4c(c3)OCCO4)c2n1	?
CCc1cc(C(=O)N2CCC(Oc3ccccc3)(C(=O)O)CC2)cs1	-11%
CN1CCC(Cc2ccc(C(=O)N3CCCC3)cc2)CC1	-11%
O=C(C1CC1)N1CCCC(c2nn(-c3ccccc3)c(=O)[nH]2)C1 (stereo unspecified)	-18%[44.1 µM]
Cc1ccc(C2c3c(-c4ccccc4O)n[nH]c3C(=O)N2CCc2ccccc2)cc1 (stereo unspecified)	10µM*
O=[S+]1([O-])NC2(CCN(CC3CCCC3)CC2)COc2ccccc21	?
Cc1ccncc1C(=O)N1CCC(C(=O)N2CCCCCCNC(=O)CC2)CC1	5%
CN(Cc1ccccc1)S(=O)(=O)c1ccc2[nH]c3c(c2c1)CCCCC3	-29%
O=C1CSC2(C(=O)N(Cc3cccc(F)c3)c3ccccc32)N1c1cccc(C(F)(F)F)c1 (stereo unspecified)	-9%
CNC(=O)[C@@H]1C[C@H](n2cc(CN(C)C(=O)Nc3ccccc3)nn2)CN1	-9%
CN1CCC(C(=O)N2CCC(n3c(=O)[nH]c4ccccc43)CC2)CC1	2%
O=C1NC2(Cc3ccccc31)CN(C(=O)C1CCCC1)C2	3%[44.1 µM]

Remaining list, next part:
mol	Pf Dd2 growth
CCC(=O)N1CCc2cc(S(=O)(=O)CCC(=O)N3CCN(c4cc(C)ccc4C)CC3)ccc21	56%[activator]
O=C1[C@@H]2C[C@@H](CN2Cc2cnc3ccccc3c2)Oc2ccccc2N1Cc1ccccc1	-13%
CC(=O)c1ccc(NC(=O)CSc2cn(CC(=O)N3CCCCCC3)c3ccccc23)cc1	-24%
O=C(NC1CCOCC1)c1ccc2c(c1)C1(CCN(CC3CC3)C1)CN2Cc1ccccc1 (stereo unspecified)	?
Cc1cc(C(=O)N2C[C@@H](CO)[C@H](c3ccccn3)C2)n(C)n1	25%
CCOc1ccc(C(=O)N2CCCC(n3cc(-c4nc(C)no4)nn3)C2)cc1 (stereo unspecified)	i
Cc1cc(OCCN2CCOCC2)c(C)c2c1CC[C@@H]([C@H](C)C(=O)N1CCCCC1)C2	11µM*
COc1cccc(NC(=O)N[C@H]2CCN(C(=O)c3cnccn3)[C@@H]2C(=O)N[C@@H](Cc2cccs2)C(N)=O)c1	-10%
COc1ccc2c(Sc3ccc(C)cc3)c(C(=O)NCc3ccc(F)cc3)[nH]c2c1	38%[activator]
COc1ccccc1NC(=O)c1cnn(-c2ccccc2)c1-n1cccc1	i
c1cncc(-c2noc(CCc3nc(C4CCOC4)no3)n2)c1 (stereo unspecified)	-3%
CN1C[C@H](N(C)C)CCC[C@@H](C(=O)NCc2cc(F)cc(F)c2)CC1=O	-11%[44.1 µM]
CO[C@H]1[C@H](NC(=O)c2noc3c2CCCC3)c2ccccc2C12CCNCC2	?

Given as labelled records: 4 of the compounds above
COc1cccc(NC(=O)N[C@H]2CCN(C(=O)c3cnccn3)[C@@H]2C(=O)N[C@@H](Cc2cccs2)C(N)=O)c1
  Pf Dd2 growth: -10%

COc1ccc2c(Sc3ccc(C)cc3)c(C(=O)NCc3ccc(F)cc3)[nH]c2c1
  Pf Dd2 growth: 38%[activator]

COc1ccccc1NC(=O)c1cnn(-c2ccccc2)c1-n1cccc1
  Pf Dd2 growth: i

c1cncc(-c2noc(CCc3nc(C4CCOC4)no3)n2)c1 (stereo unspecified)
  Pf Dd2 growth: -3%

Molecules shown so far with a thiophene ring, fused or not:
mol	Pf Dd2 growth
Cc1ccc(C(=O)N2C[C@@H](Oc3cccnc3)C[C@H]2C(N)=O)s1	4%
Cc1ccc(C(=O)N2CCCCCNC(=O)[C@@H]3CCC[C@@H]32)s1	-2%
CC(=O)c1ccc(-c2nc(C3CCOC3)no2)s1 (stereo unspecified)	-3%
CCc1noc(-c2cn(C3CCN(C(=O)c4sccc4C)C3)nn2)n1 (stereo unspecified)	-25%
CCc1ncc(C(=O)NC(c2ccc(C)cc2)c2cccs2)cn1 (stereo unspecified)	10µM*
O=C(O)CCC(=O)N1C[C@@H]2C[C@H](C1)c1c(-c3cc4ccccc4s3)ccc(=O)n1C2	?
CCc1cc(C(=O)N2CCC(Oc3ccccc3)(C(=O)O)CC2)cs1	-11%
COc1cccc(NC(=O)N[C@H]2CCN(C(=O)c3cnccn3)[C@@H]2C(=O)N[C@@H](Cc2cccs2)C(N)=O)c1	-10%

This is a subset; count on the stated rates, not on these rows.
